# High-throughput results (PubChem)
# POLI inh: blocks human DNA polymerase iota activity; Pol iota fluorescent replication assay, 10 min; Potency, µM (doses to about 115 µM), for inactives: at the highest dose activity, negative = inhibition, actives largely listed as inhibitors; AID 588590; Q9UNA4; hit rate 1% among 390,000
#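 Pol iota at 10 nM preincubated 15 min with compounds at room temperature; reaction started with fluorescent substrate, 50 nM final. Fluorescence read kinetically at 0 and 10 min; buffer-only wells as negative control.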
# Apoferritin bind: binds horse apoferritin like a general anesthetic | apoferritin/1-aminoanthracene competitive binding, fluorescence | Potency, µM (highest dose often 77.5 µM), for the others: at the highest dose activity change, negative = displacement, most hits filed as inhibitors | hit rate 0.074% among 350,000 | AID 485281; further: on the % scale 0 is the no-effect control and ±100 the full control effect; nearly all actives have a fitted effect of over 20% in size
#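 Steps: apoferritin (10 uM) was premixed with half-saturated 1-AMA in PBS, compounds were pin-transferred, plates stood 10 min at room temperature, fluorescence was read at 380/535 nm, and curves were fitted with a Hill equation.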
# G9a inh: inhibitors of human histone lysine methyltransferase G9a | hit rate 8.8% among 350,000 | G9a H3K9 monomethylation, AlphaScreen, 2 h | AID 504332 | Potency, µM (doses to about 102 µM), for the others: at the highest dose activity, negative = inhibition, usual class: inhibitors | Q96KQ7; further: on the % scale 0 is the no-effect control and ±100 the full control effect; nearly all actives have a fitted effect of over 75% in size
#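 Signal arises when biotinylated H3K9 peptide, once monomethylated, bridges streptavidin donor and antibody-captured acceptor beads. Enzyme at 20 nM was preincubated 15 min with test compounds; peptide 500 nM and SAM 20 uM then reacted for 2 h.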
# POLB inh: blocks human DNA polymerase beta activity; Pol beta primer extension/strand displacement, fluorescence kinetic; Potency, µM (top dose mostly 114 µM), without a hit: top-dose activity change, negative = inhibition, usual class: inhibitors; hit rate 1.3% among 340,000; further: on the % scale 0 is the no-effect control and ±100 the full control effect
#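 Pol beta (10 nM) and compounds were preincubated 15 min at room temperature, then 50 nM substrate (final) started primer extension/strand displacement. Reads were taken at 0 and 10 min; concentration-response data were fitted to a four-parameter Hill equation.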
# APEX1 inh: inhibitors of human APE1 endonuclease | Potency, µM (highest dose often 65.8 µM), inactives show at the highest dose activity change, negative = inhibition, usual class: inhibitors | recombinant APE1, TAMRA/BHQ-2 abasic DNA cleavage fluorescence | hit rate 0.35% among 350,000 | P27695;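 further: plate controls were vehicle for no effect and reference inhibitor for full effect; nearly all actives have a fitted effect of over 55% in size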
#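 Substrate: short duplex with […] THF abasic site, 5'-TAMRA and 3'-BHQ-2, 50 nM final. APE1 at 0.75 nM, preincubated 15 min RT with compound. Fluorescence increase from first to third read measured activity.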
# BLM helicase inh: Bloom syndrome helicase (human) inhibition | hit rate 0.2% among 350,000 | recombinant BLM DNA unwinding, fluorescence dequenching | P54132 | Potency, µM (top dose mostly 56.1 µM), without a hit: at the top dose activity change, negative = inhibition, usual class: inhibitors | AID 2528;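 further: plate controls were vehicle for no effect and no enzyme for full effect; nearly all actives have a fitted effect of over 35% in size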
# Target sequence (P54132 whole entry, looked up): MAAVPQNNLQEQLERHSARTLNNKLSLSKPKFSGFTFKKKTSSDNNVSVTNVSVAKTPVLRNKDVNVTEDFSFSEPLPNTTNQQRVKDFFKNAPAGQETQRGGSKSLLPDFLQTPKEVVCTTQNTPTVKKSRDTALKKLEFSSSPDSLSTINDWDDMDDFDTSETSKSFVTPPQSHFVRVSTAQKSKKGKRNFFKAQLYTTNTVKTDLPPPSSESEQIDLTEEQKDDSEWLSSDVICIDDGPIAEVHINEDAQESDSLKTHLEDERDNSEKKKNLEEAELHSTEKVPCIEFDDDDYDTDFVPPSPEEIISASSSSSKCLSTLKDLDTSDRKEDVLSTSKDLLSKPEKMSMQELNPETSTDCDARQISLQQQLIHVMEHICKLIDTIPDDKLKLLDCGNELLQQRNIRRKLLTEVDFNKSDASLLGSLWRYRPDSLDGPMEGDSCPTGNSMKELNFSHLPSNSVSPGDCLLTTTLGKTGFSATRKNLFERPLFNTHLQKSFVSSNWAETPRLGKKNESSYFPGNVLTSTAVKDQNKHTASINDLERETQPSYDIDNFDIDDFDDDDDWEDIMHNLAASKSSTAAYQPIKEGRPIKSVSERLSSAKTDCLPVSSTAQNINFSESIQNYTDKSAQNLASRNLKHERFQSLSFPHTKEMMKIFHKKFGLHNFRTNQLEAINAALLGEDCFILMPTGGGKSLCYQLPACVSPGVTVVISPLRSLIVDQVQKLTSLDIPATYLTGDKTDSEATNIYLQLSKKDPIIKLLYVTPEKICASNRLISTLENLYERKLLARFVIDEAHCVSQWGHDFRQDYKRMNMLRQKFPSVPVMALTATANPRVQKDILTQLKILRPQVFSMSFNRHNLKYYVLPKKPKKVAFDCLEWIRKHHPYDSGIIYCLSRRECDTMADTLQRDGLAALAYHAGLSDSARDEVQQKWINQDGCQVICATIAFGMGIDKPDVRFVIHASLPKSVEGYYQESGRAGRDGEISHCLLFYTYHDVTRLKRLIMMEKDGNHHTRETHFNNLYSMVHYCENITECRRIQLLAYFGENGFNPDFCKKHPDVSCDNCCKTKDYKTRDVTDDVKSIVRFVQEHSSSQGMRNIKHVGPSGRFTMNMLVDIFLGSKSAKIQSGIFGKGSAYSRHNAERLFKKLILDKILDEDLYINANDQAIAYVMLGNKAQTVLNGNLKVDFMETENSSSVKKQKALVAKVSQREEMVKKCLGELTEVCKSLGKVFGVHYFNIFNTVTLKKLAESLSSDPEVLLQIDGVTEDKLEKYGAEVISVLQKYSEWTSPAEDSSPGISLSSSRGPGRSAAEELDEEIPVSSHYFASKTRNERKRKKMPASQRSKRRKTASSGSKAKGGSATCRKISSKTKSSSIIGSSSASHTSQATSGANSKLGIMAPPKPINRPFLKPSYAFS
# POLK inh: inhibitors of human DNA polymerase kappa. Q9UBT6. purified Pol kappa, fluorescent DNA synthesis assay, 10 min. Potency, µM (doses to about 107 µM), without a hit: top-dose activity, negative = inhibition, most hits filed as inhibitors. hit rate 0.53% among 400,000. AID 588579; further: on the % scale 0 is the no-effect control and ±100 the full control effect
#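 10 nM Pol kappa was preincubated with compounds for 15 min at room temperature. Reaction started with 50 nM (final) substrate. Fluorescence read kinetically at 0 and 10 min.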
# POLH inh: inhibitors of human DNA polymerase eta | Q9Y253 | recombinant Pol eta, fluorescent DNA replication assay | Potency, µM (highest dose often 114 µM), for inactives: at the top dose activity change, negative = inhibition, most hits filed as inhibitors | hit rate 1.2% among 390,000 | AID 588591; further: on the % scale 0 is the no-effect control and ±100 the full control effect
#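 Pol eta (10 nM) was preincubated with compounds for 15 min at room temperature, after which fluorescent replication substrate (50 nM final) was added to start the reaction. Fluorescence was read kinetically at 0 and 10 min.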
# BAZ2B inh: BAZ2B (human) inhibition; Potency, µM (doses to about 114 µM), for the others: at the top dose activity change, negative = inhibition, hits mostly inhibitors; AlphaScreen BAZ2B-H3K14Ac peptide displacement; AID 504333; hit rate 4.4% among 360,000; Q9UIF8; further: on the % scale 0 is the no-effect control and ±100 the full control effect; nearly all actives have a fitted effect of over 60% in size
#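 BAZ2B 50 nM plus b-H3(5-23)K14Ac 50 nM, PBS pH 7.4/0.01% Tween-20, 30 min RT; compound added (max 110 uM), 30 min RT; streptavidin donor/Ni-chelate acceptor beads 10 ug/mL final, 20 min dark; AlphaScreen read.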
# An asterisk follows results filed as active; ? = inconclusive; nt = not tested or not shown; & = joins results of further samples; [ ] = dose if it differs, or a comment. The call rests on the fitted dose curve; in most records, active means well fitted curve in the direction sought with a large enough effect; inconclusive means small, poorly fitted or top-dose-only effect, or another doubt; inactive means no such curve, though single readings can be large; an effect the other way counts as inactive or inconclusive. Potency means the concentration at half of the fitted maximal effect. A portion of the library; count on the stated rates, not on these rows.
entry | SMILES | POLI inh | Apoferritin bind | G9a inh | POLB inh | APEX1 inh
1 | COc1ccc(C(=O)Nc2ccccc2C)cc1S(=O)(=O)N1CCOCC1 | 16% | -5% | -6% | 14% | 32%
2 | CCCc1cc(-c2nc(-c3ccc(Cl)cc3)cs2)ccn1 | 7% | ? | 3%[59 µM] | 6% | -8%
3 | CC1CCN(C(=S)NC(=O)c2ccco2)CC1 | 58%[activator] | -9% | nt | 32% | 6%
4 | CCCS(=O)(=O)N1CCC(C(=O)NC2CCC(C)CC2)CC1 (stereo unspecified) | -5% | -5% | 4% | 0% | 0%
5 | O=C(Nc1ccc(S(=O)(=O)NCC2CCCO2)cc1)c1ccc(F)cc1 (stereo unspecified) | 71%[activator] | -5% | -3% | 78% | 6%
6 | COc1cc(CNCc2cccs2)ccc1OCc1cccs1 | -10% | ? | -3%[59 µM] | 5% | 4%
7 | CCNC(=O)CN(c1ccc(C)cc1)S(=O)(=O)c1ccc(SC)cc1 | 10% | -9% | -46% | 10% | 3%
8 | COc1cccc2c1Oc1nc(-c3ccccc3)nc(SCC(=O)N3CCCCC3)c1C2 | 24% | -9% | -28%[59 µM] | 4% | nt
9 | O=C(NNS(=O)(=O)c1ccc(Br)cc1)c1sccc1-n1cccc1 | 113%[activator] | -7% | ? | 2% | -2%
10 | Cc1cc(C(=O)COc2ccc(C#N)cc2)c(C)n1-c1ccc2c(c1)OCO2 | -8% | 1% | 9%[59 µM] | 4% | -1%
11 | O=C(COc1cccc(C(F)(F)F)c1)Nc1cccnc1 | 22% | -9% | 24% | 7% | -2%
12 | COc1ccccc1CC(=O)NC1CCCc2ccccc21 (stereo unspecified) | 24% | ? | -6% | 0% | 6%
13 | Cc1ccc(NC(=O)OCc2cncs2)cc1 | 17% | ? | -13% | 1% | 1%
14 | O=c1c(-c2ccc(O)cc2)coc2cc(O[C@@H]3O[C@H](CO)[C@@H](O)[C@H](O)[C@H]3O)cc(O)c12 | nt | 2% | nt | nt | -9%
15 | O=C(O)c1ccccc1CSc1ncccc1C(=O)O | 96%[activator] | -1% | 20µM* | 8% | -1%

entry | BLM helicase inh | POLK inh | POLH inh | BAZ2B inh
1 | -3% | -2% | -16% | -11%
2 | -6% | -6% | -9% | 46%[activator]
3 | 0% | -5% | -18% | ?
4 | 1% | 0% | -13% | 9%
5 | -2% | -2% | -5% | 0%
6 | 6% | -8%[60.1 µM] | -15% | 11%
7 | -3% | -10% | 11% | 11%
8 | 0% | -20% | -11% | -13%
9 | -7% | 0% | -17% | -35%
10 | 0% | -1% | -19% | -9%
11 | -9% | 0% | -16% | 0%
12 | -3% | 14% | -7% | -1%
13 | -1% | 1% | -7% | -3%
14 | 4% | 9%[60.1 µM] | nt | nt
15 | 4% | -12% | -5% | -26%

# (listing goes on)
entry | SMILES | POLI inh | Apoferritin bind | G9a inh | POLB inh | APEX1 inh
16 | CC1CCN(CCC(=O)Nc2ccc3c(c2)OCCO3)CC1 | nt | 1% | -47% | -12% | -2%
17 | Cc1cccc(N2CCN(C(=O)c3oc(=O)c4ccccc4c3-c3ccccc3)CC2C)c1 (stereo unspecified) | 9% | -5% | -33%[59 µM] | -20% | nt
18 | CC(C)OP(=O)(c1ccc(N(C)C)cc1)C(O)c1ccccc1 (stereo unspecified) | 15% | -8% | 6%[2.33 µM] | -25% | 0%
19 | CCOc1ccccc1NC(=O)C(CC(C)C)NS(=O)(=O)c1ccc2c(c1)oc(=O)n2C (stereo unspecified) | 1% | -8% | 0%[59 µM] | 16% | nt
20 | COc1cc(/C=C2\C(=N)N3N=CSC3=NC2=O)ccc1OS(=O)(=O)c1ccccc1[N+](=O)[O-] | -4% | -21% | nt | 27% | -4%
21 | CCCCCCCCCC[n+]1cccc2c3ccccc3ccc21 | 3% | -2% | ? | 16% | 18%
22 | O=C(Nc1cccc(-c2nc3ncccc3o2)c1)c1sc2cc(Cl)ccc2c1Cl | 45%[activator] | -3% | nt | 0% | 9%
23 | COc1ccccc1NC(=O)c1c(C)cc(C)nc1SCC(=O)c1ccc(Cl)cc1 | 14% | -10% | ? | -2% | nt
24 | COc1cc(NC(=O)Nc2ccc(Cl)c(Cl)c2)c(C(=O)O)cc1OC | 0% | 3% | nt | -4% | -2%
25 | CCOC(=O)CN1C(=O)N[C@@H](c2cccc(C(F)(F)F)c2)C(C(=O)OC)=C1C | 56%[activator] | nt | nt | nt | -4%[12.4 µM]
26 | O=C(c1noc2c1CCCCC2)N1CCOCC1 | -18%[58.9 µM] | -3% | 5%[12.7 µM] | 1% | -2%
27 | CNC(=S)Nc1cc2oc3ccccc3c2cc1OC | 48%[activator] | -6% | 24% | ? | 10%
28 | NCCSC1CC(=O)N(Cc2ccc(F)cc2)C1=O (stereo unspecified) | 55%[activator] | -5% | 40µM* | 3% | -2%
29 | CCCNC(=O)[C@@H]1CCCN1C(=O)C1CCN(S(=O)(=O)c2ccc(C)cc2)CC1 | -17% | -5% | 21%[59 µM] | 31% | 12%
30 | O=C(CSc1nc2ccccc2c(=O)n1Cc1ccc(Cl)cc1)NCc1cccs1 | 30% | -12% | 7%[59 µM] | 21% | 9%

entry | BLM helicase inh | POLK inh | POLH inh | BAZ2B inh
16 | -8% | nt | nt | 56µM*
17 | -7% | 1% | -20% | nt
18 | 0% | -4% | -11% | 0%
19 | 1% | -5% | -21% | -27%
20 | -4% | -17% | 6% | -14%
21 | 5% | 4% | -25% | -13%
22 | -1% | -13% | -24% | 2%
23 | 1% | -12% | -20% | -14%
24 | 1% | -10% | -16% | 15%
25 | -3%[12.4 µM] | -3% | -21% | nt
26 | 0% | -17% | -14% | 5%
27 | -5% | -15% | -21% | ?
28 | 1% | 6% | -12% | -5%
29 | -4% | -6% | -1% | -14%
30 | -11% | -4% | -16% | -2%

# The results go on.
entry | SMILES | POLI inh | Apoferritin bind | G9a inh | POLB inh | APEX1 inh
31 | CCSC1=NCCN1S(=O)(=O)c1ccccc1 | -13% | -2% | -9% | 4% | 2%
32 | COc1ccc(-c2oc3ncn4nc(-c5ccccc5Cl)nc4c3c2-c2ccc(OC)cc2)cc1 | -11% | 10% | -6%[59 µM] | 10% | nt
33 | CCC1CCCCN1CCCNC(=O)CN1C(=O)CSc2ccc(S(=O)(=O)N3CCOCC3)cc21 (stereo unspecified) | -3%&0% | -6%&6% | 14% | -17%&17% | 16%
34 | O=C(c1cc(S(=O)(=O)N2CCN(c3ccccc3)CC2)ccc1Cl)N1CCCCCCC1 | 37%[activator] | nt | ? | nt | 2%
35 | CCOc1ccc(NC(=O)COC(=O)c2cc(C)oc2C)cc1 | 21% | nt | nt | nt | 48%[activator]
36 | COc1ccc(-c2cn(-c3ccc(OC)cc3)c3[n+]2-c2ccccc2CC3)cc1 | 18% | -2% | 15%[59 µM] | 19% | 33%[activator]
37 | O=C(NCSc1ccccc1)c1ccccc1 | 0% | nt | 2%[2.33 µM] | nt | 11%
38 | CCCn1c(C)cc(C(=O)COC(=O)c2nccnc2N)c1C | 144%[activator] | -7% | -40% | -18% | -4%
39 | CCc1ccc(-c2nc(CS(=O)CC(=O)NCCc3ccccc3)c(C)o2)cc1 (stereo unspecified) | 26% | -14% | 79µM* | -1% | 0%
40 | Cc1ccc2c(C)c(C(=O)N(C)Cc3nccn3C)oc2c1C | 19% | -12% | 102%[activator] | 3% | 22%
41 | CN1CCN(C(=O)Nc2ccc3c(c2)N(C)C(=O)c2ccccc2S3)CC1 | 120%[activator] | -2% | ? | 4% | 10%
42 | COc1ccc(-n2nc(C(=O)NCC(=O)NCCN(C)C)c3ccccc3c2=O)c(OC)c1 | 113%[activator] | 1% | 10% | 20% | 30%
43 | CCC(C)NCCOCCOc1ccc(F)cc1 (stereo unspecified) | 16% | -13% | ? | 25% | 13%

entry | BLM helicase inh | POLK inh | POLH inh | BAZ2B inh
31 | -15% | -1% | -7% | -2%
32 | -3% | -3% | -14% | -2%
33 | 0%&1% | -14% | -3%&-12% | -11%[57.1 µM]
34 | nt | -11% | -12% | -35%
35 | nt | -2% | -10% | nt
36 | 8% | 4% | -18% | -9%
37 | nt | -5% | -10% | 0%
38 | -8% | -5% | -28% | ?
39 | 3% | -4% | -13% | -10%
40 | 1% | -14% | -4% | 1%
41 | -9% | 0% | ? | -7%
42 | -2% | -9% | 1% | 4%
43 | 0% | 6% | -10% | ?

# Structures listed so far that contain two or more sulfur atoms:
entry | SMILES | POLI inh | Apoferritin bind | G9a inh | POLB inh | APEX1 inh
6 | COc1cc(CNCc2cccs2)ccc1OCc1cccs1 | -10% | ? | -3%[59 µM] | 5% | 4%
7 | CCNC(=O)CN(c1ccc(C)cc1)S(=O)(=O)c1ccc(SC)cc1 | 10% | -9% | -46% | 10% | 3%
9 | O=C(NNS(=O)(=O)c1ccc(Br)cc1)c1sccc1-n1cccc1 | 113%[activator] | -7% | ? | 2% | -2%
20 | COc1cc(/C=C2\C(=N)N3N=CSC3=NC2=O)ccc1OS(=O)(=O)c1ccccc1[N+](=O)[O-] | -4% | -21% | nt | 27% | -4%
30 | O=C(CSc1nc2ccccc2c(=O)n1Cc1ccc(Cl)cc1)NCc1cccs1 | 30% | -12% | 7%[59 µM] | 21% | 9%
31 | CCSC1=NCCN1S(=O)(=O)c1ccccc1 | -13% | -2% | -9% | 4% | 2%
33 | CCC1CCCCN1CCCNC(=O)CN1C(=O)CSc2ccc(S(=O)(=O)N3CCOCC3)cc21 (stereo unspecified) | -3%&0% | -6%&6% | 14% | -17%&17% | 16%

entry | BLM helicase inh | POLK inh | POLH inh | BAZ2B inh
6 | 6% | -8%[60.1 µM] | -15% | 11%
7 | -3% | -10% | 11% | 11%
9 | -7% | 0% | -17% | -35%
20 | -4% | -17% | 6% | -14%
30 | -11% | -4% | -16% | -2%
31 | -15% | -1% | -7% | -2%
33 | 0%&1% | -14% | -3%&-12% | -11%[57.1 µM]
